# Compound activity from PubChem BioAssay.
# RPL19A TOR yeast: alters RPL19A-GFP fluorescence in TOR pathway yeast screen | hit rate 0.3% among 330,000 | S. cerevisiae RPL19A-GFP strain, flow cytometry, 3 h; stronger effect = lower value | percent response vs DMSO, % at 10 µM;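 active = percent response vs DMSO below 50%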;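 note: median channel GFP fluorescence of the barcoded RPL19A-GFP strain; ratio of sample median GFP to plate DMSO average so 100% = DMSO; lower means less RPL19A-GFP as with rapamycin TOR inhibition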
# MEP2 TOR yeast: modulators of TOR pathway MEP2-GFP in S. cerevisiae; S. cerevisiae MEP2-GFP strain, flow cytometry GFP, 3 h; 100% = DMSO control level; GFP response vs DMSO, % at 10 µM; hit rate 0.51% among 330,000;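 active = GFP response versus DMSO above a set limit, roughly screen mean plus 3 SD, cut at about 180% in these data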;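 note: median GFP fluorescence of the barcode-gated MEP2-GFP cells per well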
# VLA-4 inh: inhibition in a human VLA-4 binding assay. P13612. VLA-4 expressing cells, ligand binding flow cytometry. inhibition, % (about 7 µM as worked out from the volumes in the protocol). hit rate 0.2% among 330,000. AID 2557; in the data active = inhibition above about 50%
# Target sequence (P13612 whole entry, looked up): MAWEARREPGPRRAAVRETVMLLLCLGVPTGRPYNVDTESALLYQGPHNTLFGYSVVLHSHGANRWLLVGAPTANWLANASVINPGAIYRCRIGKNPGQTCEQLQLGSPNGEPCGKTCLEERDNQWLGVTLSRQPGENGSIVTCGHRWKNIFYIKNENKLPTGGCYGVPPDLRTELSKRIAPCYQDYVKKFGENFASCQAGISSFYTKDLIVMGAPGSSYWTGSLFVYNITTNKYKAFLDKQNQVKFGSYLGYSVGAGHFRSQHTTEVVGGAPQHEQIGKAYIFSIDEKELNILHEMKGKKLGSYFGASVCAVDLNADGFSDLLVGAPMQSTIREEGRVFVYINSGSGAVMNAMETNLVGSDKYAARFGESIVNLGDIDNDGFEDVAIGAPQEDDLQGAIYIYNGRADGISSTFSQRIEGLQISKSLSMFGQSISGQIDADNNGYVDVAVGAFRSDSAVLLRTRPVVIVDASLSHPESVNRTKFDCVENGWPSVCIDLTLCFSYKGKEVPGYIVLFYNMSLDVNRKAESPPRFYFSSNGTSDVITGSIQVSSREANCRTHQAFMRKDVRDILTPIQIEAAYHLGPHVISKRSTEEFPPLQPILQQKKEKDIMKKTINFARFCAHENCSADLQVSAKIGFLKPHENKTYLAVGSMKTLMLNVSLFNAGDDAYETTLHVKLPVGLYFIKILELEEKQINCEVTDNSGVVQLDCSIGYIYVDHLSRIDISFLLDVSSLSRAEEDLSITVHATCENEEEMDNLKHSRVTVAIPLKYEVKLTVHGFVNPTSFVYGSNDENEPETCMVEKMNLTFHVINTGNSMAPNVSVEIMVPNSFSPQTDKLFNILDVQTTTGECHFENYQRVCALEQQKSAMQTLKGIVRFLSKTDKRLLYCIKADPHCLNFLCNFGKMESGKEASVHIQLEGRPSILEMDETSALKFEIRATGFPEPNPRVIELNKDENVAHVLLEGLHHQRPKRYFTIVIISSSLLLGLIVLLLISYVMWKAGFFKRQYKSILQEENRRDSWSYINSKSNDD
# LAP4-GFP MLPCN: yeast TOR pathway LAP4-GFP modulation; hit rate 0.34% among 320,000; GFP response vs DMSO, % at 10 µM; S. cerevisiae LAP4-GFP multiplex, flow cytometry GFP, 3 h; median GFP as percent of DMSO wells; AID 2023;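 active = GFP response vs DMSO above a set limit, about the screen mean plus 3 SD, cut at about 150% in these data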
# GRK2 inh: human GRK2 inhibition via aptamer displacement. bead flow cytometry, FAM-aptamer displacement from GRK2. inhibition of aptamer binding, % at 10 µM. hit rate 0.59% among 330,000;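 active = inhibition of aptamer binding above 40%, roughly 3 SD of noise, on plates passing a quality check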;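 note: median bead fluorescence of bound FAM aptamer so fluorescent compounds give negative values; no value below 0 was filed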
# CIT2-GFP yeast: alters CIT2-GFP fluorescence in TOR pathway yeast screen; S. cerevisiae CIT2-GFP strain, flow cytometry, 3 h; 100 means same as DMSO wells; hit rate 0.065% among 320,000; GFP response vs DMSO, % at 10 µM;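 active = GFP response relative to DMSO above a set limit, near the screen mean plus 3 SD, cut at about 150% in these data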;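 note: ratio of well median GFP fluorescence to mean of DMSO wells on the plate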
# CR mimetic SO: yeast age-related superoxide inhibition as caloric restriction mimetic. S. cerevisiae aged cells, superoxide DHE fluorescence; stronger effect = lower value. superoxide response (% of plate mean), % at 10 µM. hit rate 0.18% among 330,000;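 active = superoxide response under a set limit, about three screen SD below normal, cut at about 65% in these data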;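 note: yeast aged for seven days with compound at 30 °C before DHE staining; 100% = average MFI of all compound-treated wells on the plate with controls excluded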
# AGP1 TOR yeast: yeast TOR pathway AGP1-GFP modulation. AID 2066. GFP response vs DMSO, % at 10 µM. S. cerevisiae AGP1-GFP multiplex flow cytometry, 3 h; GFP as percent of DMSO wells. hit rate 0.02% among 320,000;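 active = GFP response relative to DMSO above a set limit, near screen average plus 3 SD, cut at about 150% in these data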;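 note: median GFP channel fluorescence of the gated AGP1 strain per well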
# An asterisk follows results filed as active; i = inactive; . = no result given.
SMILES,RPL19A TOR yeast,MEP2 TOR yeast,VLA-4 inh,LAP4-GFP MLPCN,GRK2 inh,CIT2-GFP yeast,CR mimetic SO,AGP1 TOR yeast
CCN(CC)c1ccc(/C=N/Nc2ccc(C)cc2)c(O)c1,97,97,-34,95,0,89,105,92
C=CCN1C(=O)C(CC(=O)O)SC1=Nc1c(C)n(C)n(-c2ccccc2)c1=O (stereo not drawn),103,104,7,101,0,102,101,104
O=C(NCc1cccnc1)c1ccccc1NS(=O)(=O)c1ccc(F)cc1,103,89,-8,94,3,97,77,102
Cc1ccc2nc(N/N=C/c3ccco3)cc(C)c2c1,98,105,0,93,0,96,100,95
CCCc1cc(C(=O)Nc2cccnc2Cl)no1,105,105,-1,100,0,97,105,99
N/C(=N\OC(=O)c1ccc2c(c1)OCO2)c1cccc([N+](=O)[O-])c1,116,105,9,104,0,108,96,98
COc1ccc(S(=O)(=O)N2CCCCCC2)cc1C(=O)N(C)Cc1ccco1,101,96,-6,100,3,108,93,105
CCCOc1ccc([N+](=O)[O-])c(N)c1,100,110,8,105,0,91,115,97
CCc1c(C)sc(NC(=O)c2cc(-c3ccc(OC)c(OC)c3)on2)c1C#N,104,108,16,108,1,107,106,106
Cc1ccc(-c2noc(-c3cc4ccccc4oc3=O)n2)cc1,102,127,11,121,0,100,101,97
CCc1ccccc1NC(=O)Nc1cc(F)ccc1F,102,99,10,118,0,87,94,97
Cc1cccc(OCC(=O)N/N=C/CC(C)c2ccccc2)c1C (stereo not drawn),108,108,11,107,1,106,97,105
CCOC(=O)c1c(C(=O)OCC)c(C)n(CCc2ccccc2)c1C,102,98,15,95,2,97,98,96
c1cnc2c(OCc3nc4ccccc4[nH]3)cccc2c1,94,105,8,111,3,96,107,100
COc1ccc(C(C(=O)NCC2CCCO2)N(C(=O)CNC(=O)c2cccs2)c2ccccc2)cc1OC (stereo not drawn),95,100,-4,101,1,101,100,100
CCn1c(C)c(C)c2cc(C(=O)N3CCc4ccccc4C3)ccc21,98,96,1,105,2,100,96,104
Cn1c(=O)n(C)c2cc([N+](=O)[O-])c(N3CCN(S(=O)(=O)c4ccc(C(C)(C)C)cc4)CC3)cc21,96,98,1,93,0,97,126,100
Cc1cc(NC(=O)C(C)SCC(=O)OCc2ccc(Cl)cc2Cl)no1 (stereo not drawn),90,117,10,94,2,72,76,105
COCCN1C(=NCCCOC(C)C)N[C@@H](c2ccccc2)C(C(=O)OC)=C1C,99,96,17,104,0,76,92,89
Cc1cc(=O)oc(C)c1C(=O)NCCCN1CCN(c2ccccc2F)CC1,.,109,-4,102,0,115,101,110

# Laid out differently: results already given.
SMILES	RPL19A TOR yeast	MEP2 TOR yeast	VLA-4 inh	LAP4-GFP MLPCN	GRK2 inh	CIT2-GFP yeast	CR mimetic SO	AGP1 TOR yeast
CCn1c(C)c(C)c2cc(C(=O)N3CCc4ccccc4C3)ccc21	98	96	1	105	2	100	96	104
Cn1c(=O)n(C)c2cc([N+](=O)[O-])c(N3CCN(S(=O)(=O)c4ccc(C(C)(C)C)cc4)CC3)cc21	96	98	1	93	0	97	126	100
c1cnc2c(OCc3nc4ccccc4[nH]3)cccc2c1	94	105	8	111	3	96	107	100
CCc1ccccc1NC(=O)Nc1cc(F)ccc1F	102	99	10	118	0	87	94	97

# Later entries.
SMILES,RPL19A TOR yeast,MEP2 TOR yeast,VLA-4 inh,LAP4-GFP MLPCN,GRK2 inh,CIT2-GFP yeast,CR mimetic SO,AGP1 TOR yeast
Cc1ccc(NC(=O)C(c2ccccc2)N2CCN(C(=O)c3ccco3)CC2)cc1Cl (stereo not drawn),93,102,3,97,0,96,97,94
COc1ccc(C(=O)NC(=O)CSc2nnc(-c3ccco3)n2-c2ccccc2)cc1,110,117,7,121,0,121,103,114
CCOC(=O)/C(=N\Nc1ccc(Cl)cc1)c1csc(Nc2ccccc2)n1,102,103,-2,108,0,99,91,102
COc1ccc(NC(=S)NC2CCCCC2)c(OC)c1,94,100,-3,99,0,103,94,98
O=C(CN1C(=O)/C(=C\c2ccc(F)cc2)Oc2ccccc21)NCc1ccco1,110,89,6,102,1,103,94,99
CCN(CC)C(=O)c1sc2nc(-c3cccs3)cc(-c3ccc(Cl)cc3)c2c1N,99,100,-18,99,4,78,96,100
C[C@@]12C(=O)N(Cc3ccccc3)CC(=O)N1[C@H]1c3cc(Cl)ccc3OC[C@@H]1[C@@H]2c1ccccc1,96,100,-2,105,1,105,102,103
Cc1ccc(NC(=O)CN2C(=O)S/C(=C/c3ccc(-c4cc(C(=O)O)ccc4C)o3)C2=O)cc1C,94,103,-11,107,10,93,100,98
O=C(COc1cccc(NC(=O)c2cccs2)c1)c1ccc(F)cc1,98,87,21,81,1,86,96,88
O=C(c1cccs1)N(Cc1ccccn1)Cc1ccco1,98,97,2,95,1,88,122,98
CC(C)(C)C(=O)NC1(C(F)(F)F)N=C2SCCN2C1=O (stereo not drawn),97,101,17,92,0,90,99,93
Cc1ccc(NP(=O)(c2ccc(N(C)C)cc2NC(=O)c2cccs2)N2CCOCC2)cc1Cl (stereo not drawn),98,96,-4,89,1,95,74,96
O=C1CC(c2ccccc2)CC(O)=C1C=NCCN1CCN(C(=O)Nc2ccccc2)CC1 (stereo not drawn),101,97,9,96,2,93,108,99
CCOC(=O)CSc1nc2cc(C(=O)N3CCC(C(N)=O)CC3)ccc2c(=O)n1C1CCCCC1,98,99,5,102,1,115,106,113
NCCCNC(=O)c1cc2ccccc2[nH]1,91,92,0,90,0,90,107,90
Cc1ccccc1N1CC(=O)Nc2c(oc3nc(-c4ccccc4)cc(C)c23)C1=O,97,99,-8,116,0,104,i,106
COc1ccccc1CNC(=O)COC(=O)[C@H](Cc1c[nH]c2ccccc12)NC(=O)c1cccs1,96,93,-2,103,1,92,94,96
COc1ccc(OC)c2[nH]c(=O)c(CCNC(C)=O)cc12,105,97,-8,106,0,98,98,102
COc1ccc(CCNC(=O)CSc2nnc(-c3ccco3)c(-c3ccco3)n2)cc1OC,102,101,-7,94,6,104,92,101
CCOc1ccccc1CN1CCC(n2nccc2NC(=O)CCc2ccccc2)CC1,99,113,1,94,0,94,92,100

# The final two compounds of the section before come first, to join the parts.
SMILES,RPL19A TOR yeast,MEP2 TOR yeast,VLA-4 inh,LAP4-GFP MLPCN,GRK2 inh,CIT2-GFP yeast,CR mimetic SO,AGP1 TOR yeast
COc1ccc(CCNC(=O)CSc2nnc(-c3ccco3)c(-c3ccco3)n2)cc1OC,102,101,-7,94,6,104,92,101
CCOc1ccccc1CN1CCC(n2nccc2NC(=O)CCc2ccccc2)CC1,99,113,1,94,0,94,92,100
COc1ccc(CNC(=O)[C@]2(C)CCC[C@@]3(C)C4CC[C@@]5(C)C[C@]4(CCC32)CC5=O)cc1 (stereo partly drawn),94,88,18,101,2,88,83,73
O=c1nc(-c2ccccc2)c(-c2ccccc2)n[nH]1,101,99,-17,84,0,96,106,93
CC1CCCC(C)N1C(=O)c1ccc(S(=O)(=O)N2CCCC2)cc1 (stereo not drawn),103,117,15,104,2,77,88,69
Cc1ccc(-c2nc3ccccc3s2)cc1NC(=O)c1cc(-n2cnnc2)ccc1Cl,98,98,-16,95,3,97,119,103
O=C(Nc1ccccc1N1CCOCC1)C1Cc2ccccc2CN1C(=O)c1ccco1 (stereo not drawn),99,94,-1,108,2,82,110,93
CC(=O)c1ccc(N(C(=O)Cc2c[nH]c3ccccc23)C(C(=O)NC2CCCCC2)c2cccs2)cc1 (stereo not drawn),98,97,-6,93,1,103,85,103
CC(=O)Oc1ccc2oc(=O)c3c(c2c1)CCCN3C(=O)CN1CCN(c2ncccn2)CC1,99,100,8,102,0,102,104,102
COc1cc(/C=C(/C#N)C(=O)Nc2ccc(Cl)cc2)ccc1Oc1nc(Cl)ncc1F,104,107,2,106,1,109,101,109
O=[N+]([O-])c1ccc2nc(SCc3ccccc3Cl)sc2c1,99,103,10,115,1,102,104,99
CC1CC(=O)Nc2ccccc2N1C(=O)COc1cc(Cl)ccc1Cl (stereo not drawn),98,101,6,102,3,98,87,105
CCN(CC)c1ccc(/C=N/NC(=S)NCc2ccccc2)cc1,87,111,28,95,3,102,95,70
COc1ccc(OC)c(NC(=O)CSCC(=O)O)c1,101,106,14,94,2,97,97,100
CC1(c2nnc(Cc3ccccc3)o2)CC(c2ccc([N+](=O)[O-])cc2)=NO1 (stereo not drawn),88,86,-7,127,1,90,105,79
CCCCS(=O)(=O)N1C2=NC(C(=O)OC)=C(C(=O)OC)[C@@H]3N(C)c4ccc(OC)cc4[C@]23C[C@H]1C(=O)OC,91,82,-7,129,5,92,95,82
O=C(NCCO)/C(=C\c1ccco1)NC(=O)c1cccs1,96,98,-8,98,2,95,101,98
CCn1c2ccccc2c2nnc(NN)nc21,99,105,-130,98,4,101,111,100
Cc1cccc(N(Cc2cc(=O)[nH]c3ccccc23)C(=O)CCl)c1,98,107,-2,103,4,101,107,104
COc1ccc(C(=O)C2CCCN(C(=O)c3cccc(Cn4cccn4)c3)C2)cc1F (stereo not drawn),111,135,-23,120,5,119,98,114
CCCc1cc(C(=O)N2CCCC(N3CCN(c4ccccc4C)CC3)C2)n(C)n1 (stereo not drawn),99,106,4,90,0,108,109,103
Cc1ccc(-n2c(C)cc(/C=N/NC(=O)c3ccncc3)c2C)cc1C,97,110,-6,114,2,88,99,113
CSC(=Nc1ccccc1)Nc1ccccc1,97,98,9,99,0,104,102,100
O=S(=O)(NN1CCOCC1)c1ccc(Br)cc1,96,95,-1,95,0,92,104,94
O=C(NC1CCS(=O)(=O)C1)c1cccs1 (stereo not drawn),101,103,5,92,1,98,93,96
O=C(CN1CCN(c2ncccn2)CC1)N1CCc2ccccc21,104,104,1,88,0,107,93,97
O=C(c1cc(C(=O)N2CCOCC2)c2nc3ccccc3n2c1)c1cc(Cl)cc(Cl)c1O,98,102,-1,94,1,92,92,98
O=C(CCc1nnc(CCCCc2ccccc2)o1)N1CCCC(O)C1 (stereo not drawn),101,97,22,108,0,112,110,115
CC(/C=N/NC(=O)c1cc(-c2ccncc2)nc2ccccc12)=C\c1ccco1,106,109,15,112,3,98,117,106
N#Cc1ccsc1NC(=O)c1ccccn1,94,89,-4,85,1,.,96,87
CCOC(=O)C1CCCN(Cc2nc3ccc([N+](=O)[O-])cc3c(=O)n2-c2ccc(OC)cc2OC)C1 (stereo not drawn),96,94,2,102,0,101,114,99
Cc1cc(OCCn2cnc3ccccc3c2=O)ccc1[N+](=O)[O-],99,100,17,96,3,104,92,103
CCCc1cc(C(=O)NNC(=S)NCc2ccccc2)cs1,100,102,-2,103,24,111,93,106
Cc1cc(C(=O)OCC(=O)Nc2c(F)cccc2F)c(C)n1-c1ccccc1,98,94,-7,88,1,104,112,103
COc1ccc(C(OCC(O)CN2CCC(O)CC2)c2ccc(OC)cc2)cc1 (stereo not drawn),103,109,-1,96,1,104,86,106
Cc1ccccc1-c1noc(-c2ccccc2F)n1,100,96,-11,94,1,104,86,97
CC1(C)CC(=O)C=C(NC2CCCC(O)C2)C1 (stereo not drawn),90,89,12,102,0,67,110,78
CN1CCN(C(=O)CCn2c(=O)c3cccn3c3cccnc32)CC1,85,112,21,92,2,104,102,18
O=C1C=C(Nc2ccc(Cl)cc2)CC(c2ccco2)C1 (stereo not drawn),107,117,14,122,1,113,102,110
CCOC(=O)C1CCCN(C(=O)c2ccc(CNS(=O)(=O)c3ccc(C)cc3)cc2)C1 (stereo not drawn),111,103,-18,95,5,103,115,95
COc1ccc(OC)c(C2C(C(C)=O)=C(O)C(=O)N2c2ccc(O)cc2)c1 (stereo not drawn),95,93,4,92,5,90,97,90
O=C(c1cc2c(s1)CCCC2)N1CCN(c2ccccc2)CC1,94,99,-1,90,0,91,100,96
CCO[C@@H]1OC(C(=O)NC2CC2)=C[C@H](c2c[nH]c3ccccc23)[C@H]1CCCO,99,92,20,126,6,109,87,83
